# MBNL1-CUG inh = inhibitors of human MBNL1 binding to CUG repeat RNA; Q9NR56; TR-FRET MBNL1-His/biotin-(CUG)12 binding, 665/545 ratio; Potency, µM (doses to about 57.5 µM), for the others: at the highest dose activity change, negative = inhibition, actives largely listed as inhibitors; 0.036% of 280,000 active; AID 2675; active means well fitted inhibition curve with a large enough effect in the signal ratio, with a control signal flat, not every such curve was filed as active; inconclusive means small, poorly fitted or top-dose-only effect, or effect the other way, or a change in a side signal; inactive means no such curve, though single readings can be large or run the other way; the % refers to the signal ratio; further: on the % scale 0 is the no-effect control and ±100 the full control effect
#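 Compound titration spanned 92 nM–58 uM against the MBNL1-His/biotin-(CUG)12 complex. After 60 min at room temperature with 5 nM streptavidin-XL665 and 0.055 ng/ul terbium anti-His, ratiometric 665/545 nm emission (Ex 340 nm) normalized to controls.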
# p53 reactivator = restores transcriptional activity of mutant p53. AID 504706. Potency, µM (doses to about 92.2 µM), without a hit: top-dose activity change, positive = activation, actives largely listed as activators. H1299 p53-A138V BP100-luciferase reporter, luminescence, 24 h. 0.063% of 320,000 active; further: % of control where 0% means no effect; nearly all actives have a fitted effect of over 45% in size
#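 p53-null H1299 cells stably carrying temperature-sensitive p53-A138V and a BP100-luciferase reporter were pinned with compounds (4-point, 1:5 series) and held 24 hrs at 37 deg C. Luminescence was read 10 min after detection reagent.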
# FLuc counter = firefly luciferase modulation, counter-screen for miR-21 project. P08659. 6.9% of 360,000 active. purified FLuc, Km substrates, luminescence inhibition. Potency, µM (doses to about 57.5 µM), without a hit: top-dose activity change, negative = inhibition, usual class: inhibitors;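 further: plate controls were vehicle for no effect and reference inhibitor for full effect; nearly all actives have a fitted effect of over 55% in size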
# Target sequence (P08659 whole entry, looked up): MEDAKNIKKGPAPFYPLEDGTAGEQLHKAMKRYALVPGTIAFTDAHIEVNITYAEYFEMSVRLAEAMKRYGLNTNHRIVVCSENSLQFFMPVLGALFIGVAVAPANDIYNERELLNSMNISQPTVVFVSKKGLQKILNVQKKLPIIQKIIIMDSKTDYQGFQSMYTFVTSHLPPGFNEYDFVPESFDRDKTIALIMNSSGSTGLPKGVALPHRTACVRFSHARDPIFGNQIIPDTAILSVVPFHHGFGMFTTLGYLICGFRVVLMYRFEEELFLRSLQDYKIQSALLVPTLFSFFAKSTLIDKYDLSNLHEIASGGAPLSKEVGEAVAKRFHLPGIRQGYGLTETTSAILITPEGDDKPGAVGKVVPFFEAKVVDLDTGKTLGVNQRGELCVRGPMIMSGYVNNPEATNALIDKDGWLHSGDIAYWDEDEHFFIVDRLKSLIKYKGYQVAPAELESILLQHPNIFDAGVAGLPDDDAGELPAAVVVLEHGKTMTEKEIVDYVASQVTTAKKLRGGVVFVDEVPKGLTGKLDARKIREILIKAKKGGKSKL
#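 Biochemical qHTS of compounds, final roughly 60 µM downward over six points, against 10 nM purified firefly luciferase using Km concentrations of substrates (10 uM D-luciferin, 10 uM ATP) in Tris acetate pH 7.5 buffer; luminescence output.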
# ELG1 genotoxic = inducers of genotoxicity in HEK293T ELG1-luciferase cells; Potency, µM (series often up to 46 µM), without a hit: at the highest dose activity change, positive = activation, most hits filed as activators; HEK293T ELG1-luciferase reporter, luminescence, 16 h; 1.3% of 330,000 active; further: % of control where 0% means no effect; nearly all actives have a fitted effect of over 60% in size
#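 Quantitative HTS format in 1536-well plates. HEK293T ELG1-luciferase reporter cells receive test compound and are incubated 16 hr at 37 °C, 5% CO2; ONE-Glo added, 30 min room temperature, then luminescence read.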
# Rab9 promoter act = activates the Rab9 promoter. Huh7 Rab9 promoter-luciferase reporter, luminescence, 24 h. Potency, µM (titrated, usually from 9.22 µM), inactives show at the top dose activation, negative = inhibition, hits mostly activators. 2.8% of 320,000 active. AID 485297; further: % of control where 0% means no effect; nearly all actives have a fitted effect of over 60% in size
#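 Rab9 promoter-driven luciferase in stably transfected Huh7 cells; 1500 cells/well rested 2 h, exposed to compound in DMSO for 24 h at 37 °C, 5% CO2. Luminescence read 10 min after adding luciferase reagent at ambient temperature.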
# uPA generation = inhibitors of cell surface uPA generation. cell surface uPA generation assay, qHTS. Potency, µM (series often up to 38.3 µM), for the others: at the highest dose activity change, negative = inhibition, most hits filed as inhibitors. 0.31% of 330,000 active. AID 540303; active means well fitted inhibition curve with a large enough effect; inconclusive means small, poorly fitted or top-dose-only effect; inactive means no such curve, though single readings can be large or run the other way; tested in mouse RAW 264.7 cells; further: on the % scale 0 is the no-effect control and ±100 the full control effect; nearly all actives have a fitted effect of over 55% in size
# MLL CXXC-DNA inh = blocks binding of human MLL CXXC domain to DNA. MLL-CXXC / FITC-HOXA9 DNA fluorescence polarization. Potency, µM (highest dose often 115 µM), inactives show at the highest dose activity change, negative = inhibition, actives largely listed as inhibitors. 0.037% of 290,000 active. Q03164. AID 2662; active means well fitted inhibition curve with a large enough effect in the polarisation, with a control signal flat, not every such curve was filed as active; inconclusive means small, poorly fitted or top-dose-only effect, or effect the other way, or a change in a side signal; inactive means no such curve, though single readings can be large or run the other way; the % refers to the polarisation
#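 Steps: dispense CXXC domain solution (7 uM) → pin compounds or unlabeled HOX-A9 DNA control → 5 min ambient → add FLSN-HOX-A9 solution (50 nM) → spin → 30 min ambient → fluorescence polarization. Tris pH 7.5/NaCl/DTT/BSA buffer.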
# VP16 counter = counter-screen for ROR gamma inhibitors: Gal4-VP16 reporter; Potency, µM (top dose mostly 53.6 µM), inactives show at the top dose activity, negative = inhibition, usual class: inhibitors; 3.5% of 310,000 active; Drosophila S2 Gal4-VP16 UAS-luciferase, luminescence, 20 h; AID 2546;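 further: Gal4-VP16 expression switched on by copper sulfate through the metallothionein promoter; on the % scale 0 is the no-effect control and ±100 the full control effect; nearly all actives have a fitted effect of over 50% in size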
# RORgamma inh = ROR gamma (mouse) transcription inhibition; Potency, µM (doses to about 53.6 µM), without a hit: at the highest dose activity change, negative = inhibition, most hits filed as inhibitors; Drosophila S2 Gal4-RORgamma UAS-luciferase reporter, 20 h; 5.4% of 310,000 active; further: on the % scale 0 is the no-effect control and ±100 the full control effect; nearly all actives have a fitted effect of over 60% in size
# Target sequence (P51450 whole entry, looked up, the tested form may be a part): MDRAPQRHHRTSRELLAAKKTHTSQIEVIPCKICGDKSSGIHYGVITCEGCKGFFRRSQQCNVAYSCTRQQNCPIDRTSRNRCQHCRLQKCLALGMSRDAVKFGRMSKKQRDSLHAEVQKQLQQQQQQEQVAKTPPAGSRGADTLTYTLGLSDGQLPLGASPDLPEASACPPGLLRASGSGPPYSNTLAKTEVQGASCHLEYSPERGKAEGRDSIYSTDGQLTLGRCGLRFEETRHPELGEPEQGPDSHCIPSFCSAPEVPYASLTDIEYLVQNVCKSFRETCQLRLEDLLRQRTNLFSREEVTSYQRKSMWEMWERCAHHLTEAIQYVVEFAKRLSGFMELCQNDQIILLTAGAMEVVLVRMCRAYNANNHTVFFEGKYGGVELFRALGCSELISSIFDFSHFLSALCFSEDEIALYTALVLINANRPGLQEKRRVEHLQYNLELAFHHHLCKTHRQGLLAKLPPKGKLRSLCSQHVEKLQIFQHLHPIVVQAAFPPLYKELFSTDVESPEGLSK
#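 Drosophila Schneider cells stably carrying a metallothionein-driven Gal4 DBD–ROR gamma fusion and a UAS-Photinus luciferase reporter were exposed to compound for 1 hr, then induced with copper sulfate (700 uM final) for 20 hr at ambient temperature before luminescence reading.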
# NPC1 prom act = activators of NPC1 promoter; Huh7 NPC1 promoter luciferase reporter, 24 h; 2.4% of 320,000 active; Potency, µM (series often up to 9.22 µM), for the others: top-dose activation, most hits filed as activators; AID 485313;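 further: % of control where 0% means no effect; nearly all actives have a fitted effect of over 60% in size; reporter is driven by a mutant NPC1 promoter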
#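 Stable NPC1-promoter luciferase Huh7 line; cpd (DMSO) 24 h, 37 °C, 5% CO2; Amplite luciferase reagent 10 min RT; luminescence readout. qHTS format.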
# BRCA1 expr up = activators of BRCA1 expression; MCF7-BRCA1-FFLuc reporter, luminescence, 48 h; response scale: scaled: vehicle 0%, 10 µM genistein 100%; AID 624202; 1.1% of 380,000 active; Potency, µM (highest dose often 46.1 µM), inactives show top-dose activation, most hits filed as activators; further: nearly all actives have a fitted effect of over 80% in size; some results filed as inactive show a strong effect at the top dose
#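 Reporter cells (MCF7, BRCA1 promoter-firefly luciferase) received library compounds across a concentration series for 48 h. End-point luminescence was measured and concentration-effect curves derived after normalization.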
# * hit, by the source's call; u = inconclusive; x = not tested or not shown; & = joins results of further samples; [ ] = dose if it differs, or a comment. Unless noted, the call rests on the fitted dose curve; in most records, active means well fitted curve in the direction sought with a large enough effect; inconclusive means small, poorly fitted or top-dose-only effect, or another doubt; inactive means no such curve, though single readings can be large; an effect the other way counts as inactive or inconclusive. Potency means the concentration at half of the fitted maximal effect. Some of the compounds tested, so the mix of outcomes need not match the whole.
1. COc1ccccc1NC(=O)CCCN1C(=O)C2CC=CCC2C1=O (stereo not drawn)
2. Cc1ccccc1N1C(=O)c2sc3nc4c(c(=O)n3c2C1=O)CCC4
3. CN1CCN(C2=C(NS(=O)(=O)c3ccccc3)C(=O)c3ccccc3C2=O)CC1
4. COc1ccc(C(=O)N2CCC(C(=O)Nc3ccc(OC)c(OC)c3)CC2)cc1
5. c1ccc(-c2nnc(NC3=NCCC3)o2)cc1
6. CC1(NC(=O)c2cc(S(=O)(=O)N3CCCCC3)ccc2Cl)CCS(=O)(=O)C1 (stereo not drawn)
7. COc1ccc(C(=O)CC(=O)C(=O)Nc2ccccc2Cl)cc1
8. Cc1ccc(S(=O)(=O)NCCC2=CCCCC2)cc1

Screen / compound no.	1	2	3	4	5	6	7	8
MBNL1-CUG inh	5%	4%	u	-7%	-2%	10%	-10%	x
p53 reactivator	1%	-3%	-19%	-5%	-4%	-4%	1%	6%
FLuc counter	2%	-12%	1%	-9%	6µM*	2%	-2%	-2%
ELG1 genotoxic	3%	2%	-2%	-7%	1.8µM*	0%	-5%	-6%
Rab9 promoter act	1%	0%	11%	6%	0.35µM*	-3%	-1%	-6%
uPA generation	0%	0%	-2%	-2%	-8%	3%	4%	4%
MLL CXXC-DNA inh	12%	-16%	-7%	5%	4%	20%	16%	x
VP16 counter	0%	-4%	13µM*	-9%	0%[10 µM]	9%	3.2µM*	x
RORgamma inh	1%	-1%	11µM*	14%	7.1µM*	34%	6.3µM*	x
NPC1 prom act	1%	-7%	14%	11%	u	8%	-3%	8%
BRCA1 expr up	-11%	2%	-12%	5%	-26%	4%	10%	-3%

9. C/C(=N\Nc1nc2c(s1)CCCC2)c1ccccc1
10. CCSc1nnc(NC(=O)CSc2nnc(Cc3cccn3C)n2-c2ccc(F)cc2)s1
11. CSc1ccccc1C(=O)NCc1ccc(S(N)(=O)=O)cc1
12. CC1C(=O)N2CCCc3cc(NC(=O)c4ccccc4C(F)(F)F)cc1c32 (stereo not drawn)
13. CCCSc1nnc2nc3c(nn12)c1ccccc1n3C
14. CCN(CC(=O)NCc1ccc(Cl)cc1)C(=O)Cc1ccccc1[N+](=O)[O-]
15. COc1cccc(-n2c(Cn3nc(C(F)F)cc3C(F)F)n[nH]c2=S)c1
16. COc1ccc(CCN(C)Cc2ccc(OCc3ccccc3)c(OC)c2)cc1OC

Screen / compound no.	9	10	11	12	13	14	15	16
MBNL1-CUG inh	12%	4%	-1%	x	u	2%	x	-12%
p53 reactivator	u	-14%	0%	-4%	-7%	u	4%	0%
FLuc counter	1.1µM*	0%	1%	0%	-2%	u	-4%	-3%
ELG1 genotoxic	u	-3%	2%	5%	-10%	u	1%	1%
Rab9 promoter act	3.5µM*	-10%	8%	-2%	-4%	3.5µM*	-7%	1%
uPA generation	4%	0%	3%	-9%	-18%	3%	3%	x
MLL CXXC-DNA inh	9%	u	2%	x	81%[activator]	-1%	9%	18%
VP16 counter	u	2%	-2%	x	1%	u	-3%	-8%
RORgamma inh	13µM*	28%	38%	x	-39%	-1%	u	5%
NPC1 prom act	u	1%	5%	-1%	-3%	2.5µM*	1%	0%
BRCA1 expr up	42%	-3%	-10%	-42%	-6%	4%	-1%	-6%

# Sorted by the number under p53 reactivator (lowest first): 4 of the compounds above
cpd	Compound	p53 reactivator
13	CCCSc1nnc2nc3c(nn12)c1ccccc1n3C	-7%
12	CC1C(=O)N2CCCc3cc(NC(=O)c4ccccc4C(F)(F)F)cc1c32 (stereo not drawn)	-4%
16	COc1ccc(CCN(C)Cc2ccc(OCc3ccccc3)c(OC)c2)cc1OC	0%
8	Cc1ccc(S(=O)(=O)NCCC2=CCCCC2)cc1	6%

# More entries follow:
17. S=C(Nc1nc2c(s1)CCCC2)NC1CC1
18. COc1ccc(NC(=O)/C=C/c2cccc(Br)c2)cn1
19. CCc1ccc(-n2cnc3cc(C(=O)NCC(OC)OC)ccc32)cc1
20. CCc1nc(Nc2ccc3nccnc3c2)c2oc3ccccc3c2n1
21. Cc1csc(NC(=O)c2cn3ccccc3n2)n1
22. C[C@H](NC(=O)c1ccccc1Cl)C(=O)OC(C(=O)Nc1cc(C(F)(F)F)ccc1Cl)c1ccccc1 (stereo partly drawn)
23. CC(C)c1nc2oc3c(NCC4CCCO4)ncnc3c2c2c1CCC2 (stereo not drawn)
24. O=C(Nc1ccccc1C(=O)N1CCCCCC1)c1ccccc1

Screen / compound no.	17	18	19	20	21	22	23	24
MBNL1-CUG inh	6%	11%	-9%	10%	3%	-1%	1%	x
p53 reactivator	u	19%	-7%	-6%	-8%	-3%	7%	0%
FLuc counter	12µM*	13µM*	u	u	2.1µM*	0%	0%	4%
ELG1 genotoxic	u	-12%	1%	-8%	0.73µM*	0%	-3%	0%
Rab9 promoter act	2.5µM*	u	-1%	-3%	u	-2%	12%	1%
uPA generation	-3%	-1%	-13%	-10%	-9%	1%	-11%	-2%
MLL CXXC-DNA inh	1%	u	6%	4%	15%	31%[activator]	0%	-1%
VP16 counter	1.8µM*	u	4%	-4%	7.9µM*	17%	5%	-7%
RORgamma inh	1.3µM*	u	11%	14%	5µM*	8%	-19%	18%
NPC1 prom act	u	u	-1%	0%	u	-1%	-2%	-2%
BRCA1 expr up	6.3µM*	75%	0%	-70%	-72%[inhibitor]	-14%	-18%	-6%

25. COc1ccc(Nc2ncnc3sc(C)cc23)cc1
26. Nc1nc(C(=O)N2CCOCC2)nn1S(=O)(=O)c1ccccc1
27. CCOCCn1c(=O)c2c(nc3n2CC(C)CN3Cc2ccccc2)n(C)c1=O (stereo not drawn)
28. C=CCC1(CC=C)CCCN1C(=O)c1cc(COc2ccccc2SC)on1
29. Cc1ccccc1N1CCN(C2CCCN(C(=O)CCN3CCCO3)C2)CC1 (stereo not drawn)
30. O=C(COC(=O)CCN=C1NS(=O)(=O)c2ccccc21)NC1CCCCCCC1
31. COC(=O)c1cc(-c2ccc(C)cc2)n[nH]1
32. Cc1ccc2c(c1)c1c3n2CCNC3CCC1 (stereo not drawn)

Screen / compound no.	25	26	27	28	29	30	31	32
MBNL1-CUG inh	3%	-2%	-5%	2%	1%	3%	0%	-1%
p53 reactivator	u	-5%	-9%	3%	-9%	-4%	5%	-6%&4%
FLuc counter	17µM*	-5%	3%	1%	2%	-2%	24µM*	-5%
ELG1 genotoxic	u	2%	-4%	-18%	1%	2%	u	0%&-4%
Rab9 promoter act	u	-9%	0%	17%	4%	-4%	u	5%
uPA generation	-1%	0%	0%	-9%	6%	1%	3%	10%&-1%
MLL CXXC-DNA inh	-4%	-5%	3%	7%	-15%	-12%	-7%	29%
VP16 counter	-8%	-2%	4%	-20%	-3%	-5%	-13%	-3%
RORgamma inh	3%	-15%	-7%	6%	-13%	8%	11%	u
NPC1 prom act	u	-2%	0%	-3%	2%	-3%	16%	-3%
BRCA1 expr up	8.9µM*	5%	5%	-40%	-4%	5%	10µM*	-2%&-3%

33. COc1ccc(CNC(=O)C2CCCN(Cc3nc(-c4cccc(C)c4)oc3C)C2)cc1 (stereo not drawn)
34. COC(=O)c1ccccc1NC(=O)NCc1cccnc1
35. Cc1nnc2ccc(N3CCCC3)nn12
36. COc1cccc(CNS(=O)(=O)c2c(C(=O)N3CCCCC3)c(C)n(C)c2C)c1
37. CNC(=S)NC1CC2CCCC(C1)N2Cc1ccco1 (stereo not drawn)
38. Cc1ccc(Cc2c(C)c(C#N)c3[nH]c4ccccc4n3c2=O)cc1

Screen / compound no.	33	34	35	36	37	38
MBNL1-CUG inh	4%	3%	12%	2%	-8%	8%
p53 reactivator	6%	-3%	-1%	-5%	7%	-6%
FLuc counter	u	-2%	0%	-1%	8%	-4%
ELG1 genotoxic	-6%	-4%	2%	-1%	-1%	-10%
Rab9 promoter act	-11%	-1%	0%	-11%	20%	-9%
uPA generation	-20%	3%	-2%	1%	3%	-15%
MLL CXXC-DNA inh	6%	0%	5%	-4%	-7%	-10%
VP16 counter	-2%	-8%	1%	2%	-5%	1%
RORgamma inh	21%	-6%	3%	-19%	u	u
NPC1 prom act	-18%	-6%	1%	-2%	4%	0%
BRCA1 expr up	-38%	-11%	-2%	0%	13%	-5%

# Bioassay records (PubChem BioAssay)
